# From PubChem
# M1 ag parental: counter-screen for M1 agonists: effect in parental CHO-K1 cells; Fluo-8 calcium fluorescence; scaled to maximal ATP response, vehicle zero; activation, % at 3 µM; hit rate 0.48% among 360,000; in the data active = activation above about 15%;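 also: untransfected CHO-K1 host cells lacking M1 receptor as counterscreen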
# OXTR potentiator: human OXTR potentiators, primary screen, fluorescence, CHO-OTR cells, Fluo-8 calcium; hit rate 0.061% among 320,000; Fluo-8 calcium fluorescence, potentiator mode; 0% = oxytocin EC15, 100% = EC100; activation, % at 3 µM;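 active = activation above that plate's cutoff, the mean activation of tested compounds plus 3 SD, cut at about 6.6% in these data, passing the limit was not always enough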;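 also: 100% uses oxytocin at 75 nM as the full agonist control; some results filed as inactive read as strong as hits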
# Target sequence (P30559 whole entry, looked up): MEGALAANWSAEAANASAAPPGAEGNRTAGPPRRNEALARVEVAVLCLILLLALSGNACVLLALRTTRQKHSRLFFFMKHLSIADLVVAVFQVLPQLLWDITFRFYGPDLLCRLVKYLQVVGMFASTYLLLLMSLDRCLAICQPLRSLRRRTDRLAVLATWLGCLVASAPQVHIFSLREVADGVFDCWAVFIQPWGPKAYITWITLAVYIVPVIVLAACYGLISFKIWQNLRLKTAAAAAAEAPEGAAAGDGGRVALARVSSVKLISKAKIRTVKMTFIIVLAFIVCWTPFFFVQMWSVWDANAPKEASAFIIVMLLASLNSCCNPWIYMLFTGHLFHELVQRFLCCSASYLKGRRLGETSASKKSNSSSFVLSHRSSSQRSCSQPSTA
#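 Assay system: CHO cell line stably expressing human OTR | Also added: Oxytocin at about EC15, sub-maximal agonist stimulus | Times: Compound 6 min at room temperature before oxytocin, 100 s read | Measured by: Fluo-8 intracellular calcium fluorescence, ex 470-495, em 515-575 nm | Controls: EC15 oxytocin alone as 0%, 75 nM oxytocin as 100%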
# CHRM4 antagonist: human M4 muscarinic receptor antagonists, primary screen, CHO cells, Fluo-8 calcium fluorescence; hit rate 0.73% among 360,000; Muscarinic acetylcholine receptor M4 (Homo sapiens), P08173; inhibition, % at 3 µM; CHO-hM4 cells, ACh EC80; AID 624125, 2012;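 active = inhibition above its plate's cutoff, the mean inhibition of sample wells plus 3 SD, cut at about 27% in these data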;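 also: 0% = acetylcholine EC80 with DMSO and 100% = DMSO without agonist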
# Target sequence (P08173 whole entry, looked up): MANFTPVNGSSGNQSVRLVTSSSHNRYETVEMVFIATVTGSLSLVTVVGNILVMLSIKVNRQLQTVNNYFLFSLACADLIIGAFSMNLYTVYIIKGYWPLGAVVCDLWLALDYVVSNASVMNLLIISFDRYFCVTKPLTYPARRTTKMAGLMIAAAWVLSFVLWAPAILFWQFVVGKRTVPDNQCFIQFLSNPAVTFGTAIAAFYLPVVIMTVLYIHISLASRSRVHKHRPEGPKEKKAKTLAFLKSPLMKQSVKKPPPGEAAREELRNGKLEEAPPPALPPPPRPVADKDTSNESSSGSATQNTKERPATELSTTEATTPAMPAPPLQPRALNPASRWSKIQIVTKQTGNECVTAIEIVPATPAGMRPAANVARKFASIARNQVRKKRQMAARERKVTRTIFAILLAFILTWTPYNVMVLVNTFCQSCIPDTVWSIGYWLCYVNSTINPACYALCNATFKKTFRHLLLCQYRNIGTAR
# M1 ag: human M1 muscarinic receptor agonists, primary screen, Fluo-8 calcium fluorescence, CHO-K1 cells, HTS; Muscarinic acetylcholine receptor M1 (Homo sapiens), P11229; CHO-K1 hM1, agonist mode; 0% DMSO, 100% acetylcholine EC100; activation, % at 3 µM; hit rate 0.33% among 360,000;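 active = activation above the run's mean compound activation plus 3 SD, cut at about 16% in these data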;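 also: peak over basal fluorescence ratio within a 140 s kinetic read after compound addition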
# CHO parental Ca: ATP-evoked calcium signal inhibitors, parental CHO, primary screen, counter-screen for OX1R antagonist project, cell-based, fluorescence, Fluo-8 calcium dye; parental CHO-K1, ATP-induced calcium, Fluo-8 fluorescence; inhibition, % at 5.6 µM; hit rate 0.63% among 330,000; AID 463079, 2010;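 active = inhibition above that plate's mean sample inhibition plus 3 SD, cut at about 26% in these data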;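 also: 0% = ATP-challenged DMSO wells and 100% = DMSO wells without ATP; some compounds past the cut are filed as inactive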
#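 Material: Parental CHO cells | Reagent: ATP | Compound dosing: Single nominal dose of 5.6 µM per compound | Detection: Intracellular calcium via Fluo-8 no-wash fluorescent dye | Read-out: % inhibition of ATP-induced calcium mobilization | Benchmarks: Low control ATP plus DMSO, high control DMSO only | Replicates: Singlicate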
# CHRM1 PAM: human M1 muscarinic receptor positive allosteric modulators, primary screen, CHO-K1 cells, Fluo-8 calcium fluorescence, 1536-well; CHO-K1 hM1, ACh EC20; 0% = ACh EC20, 100% = maximal ACh; activation, % at 3 µM; hit rate 0.088% among 360,000; AID 588819, 2011; in the data active = activation above about 19%, passing the limit was not always enough
# CHO-K1 Ca antag: M1 antagonist counterscreen hit in parental CHO-K1 cells; ATP-induced calcium, Fluo-8 fluorescence; inhibition, % at 3 µM; hit rate 0.6% among 360,000; AID 602250;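 active = inhibition above a per-plate cutoff, the plate's mean sample inhibition plus 3 SD, cut at about 24% in these data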;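 also: 0% = DMSO plus EC80 ATP and 100% = DMSO alone without ATP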
# M4 ag: human M4 muscarinic receptor agonists, primary screen, CHO-K1 cells, Fluo-8 calcium fluorescence | activation, % at 3 µM | CHO-K1 hM4/Gqi5; vehicle 0%, full acetylcholine response 100% | hit rate 0.14% among 360,000;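 active = activation above the run mean over all test wells plus 3 SD, cut at about 32% in these data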;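 also: peak over basal fluorescence ratio per well then scaled between controls; 0% = DMSO wells and 100% = acetylcholine at EC100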
# M1 antag: human M1 muscarinic receptor antagonists, primary screen, CHO-K1 cells, Fluo-8 calcium fluorescence, 1536-well | CHO-K1 hM1, ACh EC80 antagonist | inhibition, % at 3 µM | Muscarinic acetylcholine receptor M1 (Homo sapiens), P11229 | hit rate 1.3% among 360,000 | AID 588852, 2011;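 active = percent inhibition above its own plate's cutoff, namely the mean of that plate's compound wells plus 3 SD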;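 also: peak over basal fluorescence ratio during 140 s after agonist addition; 0% = ACh EC80 plus DMSO and 100% = DMSO alone without agonist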
# The depositor's hits bear a star; . = not tested or not shown; & = joins results of further samples. Compounds were not picked by outcome; 2.9% or so of the library scored in one or more.
SMILES,M1 ag parental,OXTR potentiator,CHRM4 antagonist,M1 ag,CHO parental Ca,CHRM1 PAM,CHO-K1 Ca antag,M4 ag,M1 antag
C[C@@H]1CN([C@H](C)CO)C(=O)CCCn2nncc2CO[C@H]1CN(C)C(=O)C1CCCCC1,0.2,.,-21.1,-3.0,.,2.6,-11.4,0.0,-4.9
CS(=O)(=O)N(Cc1ccccc1)c1ccc(C(=O)Nc2ccccc2C(=O)O)cc1,-0.2,-9.5,2.4,0.0,-0.5,7.0,16.7,-1.4,-10.3
C=C(C)CN(CC)C(=O)CSc1nc2ncc(Cl)cc2[nH]1,0.4,-1.1,-1.4,-3.4,-15.7,12.0,-17.6,1.5,-38.0
NNC(=O)CN1C(CN2CCOCC2)=Nc2ccc(Br)cc2C1c1ccccc1 (stereo not given),0.3,1.1,-0.6,-8.2,-13.5,4.2,-2.5,2.3,-0.1
Cc1cccc(N2CCN(C(=O)c3ccc4nccnc4c3)CC2C)c1 (stereo not given),0.6,-1.1,-5.5,-5.8,-12.0,-0.5,-6.9,3.4,-3.8
O=C1CC(SCCc2nc3ccccc3[nH]2)C(=O)N1c1ccc(F)cc1 (stereo not given),0.0,-7.8,3.2,-3.0,-17.1,5.0,-11.4,1.9,-5.6
CN(C)C(=O)NCc1ccc(S(N)(=O)=O)cc1,0.1,-3.5,9.5,-4.3,-1.6,10.0,-15.7,-0.5,-10.6
O=C(COC(=O)c1cccc(S(=O)(=O)NCc2ccccc2)c1)NCC1CCCO1 (stereo not given),0.5,-5.0,4.3,-5.8,-10.6,-6.6,15.6,1.2,6.0
COc1ccc(Cn2ccnc2)cc1[N+](=O)[O-],0.6,5.1,2.8,-7.9,-6.0,3.4,-2.1,0.6,2.2
O=C(CCCCCNC(=O)c1ccccc1)N/N=C/c1ccco1,-0.1,7.3,0.9,-5.3,-6.1,-0.4,-3.9,-0.9,4.8
CN(C)C(=O)c1ccccc1Sc1cc(Cl)ccc1Cl,0.2,-1.1,-6.7,-4.1,-21.9,-4.3,-12.8,-0.1,8.1
COCC(=O)Nc1nc(-c2ccc([N+](=O)[O-])cc2)cs1,3.6,-10.2,-10.2,-2.6,-3.2,9.3,-16.8,2.5,-9.7
Cc1cccc(-n2c(O)c(C=Nc3c(C)n(C)n(-c4ccccc4)c3=O)c3ccccc3c2=O)n1,0.0&0.7,0.7,-2.6&19.3,-5.4&-5.5,-7.8,1.3&6.0,-8.2&-7.6,0.1&0.5,-9.4&-11.9
CCc1nc(SCC(=O)N2CCC(C)CC2)c2c(=O)n(C)c(=O)n(C)c2n1,2.6,0.9,4.8,-9.2,-13.6,-6.4,-3.5,8.0,1.7
Cc1ccc(S(=O)(=O)N2CCCCC2)cc1C(=O)Nc1ccc2cn[nH]c2c1,2.8,-13.3,5.5,-2.5,-11.2,5.5,-7.0,6.2,-4.1
O=C(O)C[C@H]1c2cc(F)ccc2S(=O)(=O)N1C1CCCC1,0.9,0.2,10.6,-4.1,-5.9,9.2,-16.4,1.2,-5.0
CSCc1ccc(C(=O)N2CCCC(Nc3ccc4c(c3)OCCO4)C2)o1 (stereo not given),2.1,-9.7,-1.5,-3.0,-23.2,0.8,-6.9,3.4,-3.5
Cc1ccc(N=Nc2c(N)[nH]n3c(=O)cc(C)nc23)cc1,-0.5,-2.4,0.8,-7.8,-8.0,3.6,22.5,-1.0,1.6
CCCN1CCN(C(=O)Cn2cnc3ccc(S(=O)(=O)N4CCC(C)CC4)cc3c2=O)CC1,4.6,-2.9,-4.5,-9.3,-12.3,2.8,-4.0,16.3,-1.1
O=C(O)c1cn(Cc2ccccc2)nc1-c1cccnc1,-0.3,-8.1,-3.0,5.9,10.8,12.5,-1.9,0.9,-1.7
O=c1c2ccc([N+](=O)[O-])cc2ncn1CCOc1ccc(Cl)cc1,5.7,-4.4,-9.0,-0.9,-13.7,-15.2,4.1,21.9,44.5*
CCC(Sc1nccn1C)C(=O)Nc1nnc(C)s1 (stereo not given),0.8,-11.0,-2.4,-2.4,2.2,0.7,-2.6,1.2,1.0
CNC(=O)C1CCN(S(=O)(=O)c2c(C)noc2/C=C/c2cccc(OC)c2)CC1,-0.7,-11.7,-17.4,6.7,5.6,14.9,8.1,1.9,-9.4
CCOc1ccc(-c2c(C)sc3nc[nH]c(=O)c23)cc1,7.5,-2.0,8.9,-0.8,-0.7,-5.5,-1.7,18.4,10.1

# Some values from above:
# CHO-K1 Ca antag, `CSCc1ccc(C(=O)N2CCCC(Nc3ccc4c(c3)OCCO4)C2)o1` (stereo not given) is entered as -6.9
# CHRM4 antagonist, `CCCN1CCN(C(=O)Cn2cnc3ccc(S(=O)(=O)N4CCC(C)CC4)cc3c2=O)CC1` is entered as -4.5

# The list goes on.
SMILES,M1 ag parental,OXTR potentiator,CHRM4 antagonist,M1 ag,CHO parental Ca,CHRM1 PAM,CHO-K1 Ca antag,M4 ag,M1 antag
Cc1cccc(N2C(=O)C3C(c4ccccc4)OC4(C(=O)c5ccccc5C4=O)C3C2=O)c1 (stereo not given),0.6,4.2,6.4,0.1,-5.3,-7.7,-8.5,0.4,9.6
COc1ccc(-c2cc(-c3cccs3)nc3sc(C#N)c(N)c23)cc1,0.2,-7.7,8.8,-8.2,-14.1,-0.5,2.1,0.7,-3.4
CC(NC(=O)CNC(=O)c1ccccc1Br)c1cccs1 (stereo not given),1.2,.,0.5,-1.8,.,4.5,-1.8,1.1,-7.3
C[N+]1(CC(=O)OCCCC2CCCCC2)CCCC1,0.5,-9.3,-8.9,8.8,-1.4,1.5,-6.7,2.0,1.1
COc1ccc(/C=C/C(=O)Oc2ccc(C=O)cc2OC)cc1,0.8,-8.6,6.7,-5.4,-14.1,1.4,-5.0,1.2,0.2
CCOc1cccc(C2C(C(=O)c3ccc(C)o3)=C(O)C(=O)N2Cc2ccccc2)c1 (stereo not given),0.6,.,-3.0,-2.7,.,13.9,-4.6,-1.1,-11.6
NCCNC(=O)Cc1ccc(NC(=O)Cc2ccc(Nc3ncnc4c3ncn4[C@@H]3O[C@H](CO)[C@@H](O)[C@H]3O)cc2)cc1,-0.1,-5.8,1.1,-5.5,0.4,-4.9,5.6,0.3,-20.3
CCCC(=O)NC(=S)Nc1cccc(NC(=O)c2ccc(Cl)cc2Cl)c1,0.2,-16.2,2.3,-4.2,3.9,-12.7,-5.8,2.2,19.0
N#CCCN(C(=O)COC(=O)COc1ccc(Cl)cc1)c1ccccc1,4.2,-17.1,1.0,-10.1,-6.2,5.8,3.1,7.0,-1.4
CNC(=S)N/N=C(\C)c1cccc(C(F)(F)F)c1,-0.1,-8.8,-3.4,-5.1,-7.0,1.3,-14.2,-0.7,-1.6
CN(C)CCCNC(=O)c1cc(C(=O)c2c(Cl)cccc2Cl)c[nH]1,1.3,-11.8,-5.2,-7.8,-6.2,7.8,-7.7,0.0,-9.3
Cc1ccc(S(=O)(=O)N2CCCCC2)cc1NC(=S)NC(=O)c1ccco1,4.1,0.8,6.8,0.7,-13.1,9.9,-6.9,4.8,-8.9
CCCCn1c2nc3ccccc3nc2c2c(=O)n(C(C)CC)cnc21 (stereo not given),0.3,1.6,-13.7,-6.9,-18.9,8.8,-20.1,2.8,-13.6
Cc1ccc(NC(=O)N2CCC(NC(=O)c3cccc(F)c3)CC2)cc1,1.3,-6.8,-5.8,-4.2,-7.5,12.2,-8.9,3.0,-12.6
CC1CC(C)CN(C(=O)c2ccccc2Nc2ccc(SC(F)F)cc2)C1 (stereo not given),0.2,-6.8,-15.2,-5.4,-38.3,-1.6,-8.4,-2.7,-3.3
CCC(CC)C(=O)N(C)c1c(C)nc2c(OCc3ccc(C#N)cc3)cccn12,1.1,.,-4.1,-7.0,.,5.0,-3.0,1.8,-11.2
COc1ccc(-c2nnc3ccc(SC(C(C)=O)C(C)=O)nn23)cc1OC,0.7,-6.3,-1.1,-6.5,1.9,2.2,-16.6,0.4,-5.5
CCN1CCN(S(=O)(=O)c2ccc(Cl)c(C(=O)N(CC(C)C)C3CCS(=O)(=O)C3)c2)CC1 (stereo not given),-0.3,.,-14.6,-6.6,.,0.7,-7.2,-0.7,-3.3
O=C(NCc1ccc(N2CCCC2=O)cc1)Nc1ccccc1,0.1,-12.1,-1.1,1.8,-13.1,4.0,-13.7,0.6,-8.6
CCCCCCCCc1nc(SCC(C)=O)n[nH]1,-0.2,0.5,-4.8,1.4,-14.4,0.5,10.9,-1.7,-3.6
O=C1CC2(CCN(C(=O)COc3ccc(Cl)cc3)CC2)Oc2ccccc21,5.2,-7.0,-2.9,0.4,1.1,6.0,-0.2,8.4,-10.5
O=C(Nc1ccc2c(c1)OCCO2)C(C1CC1)N1CCC(Cc2ccccc2)CC1 (stereo not given),1.4,.,28.2*,-4.7,.,-24.4,-32.0,-0.3,34.6
CCOC(=O)NNc1ccccc1,0.8,2.1,5.5,-2.0,-7.7,0.8,-19.2,1.1,-1.8
Cc1cc(N2CCN(C)CC2)nc2ccc(NC(=S)N3CCN(c4ccccn4)CC3)cc12,1.0,-3.4,4.1,-7.5,-2.4,8.7,-13.4,1.0,-6.2
CCC(=O)N1CCc2cc(S(=O)(=O)NCCC(=O)N3CC=C(c4ccccc4)CC3)ccc21,5.5,-10.8,-12.7,-0.5,11.6,-5.5,-7.3,14.3,-2.1
CC(=O)c1ccc(N=C2SCCCN2C(=O)C2CCCCC2)cc1,6.9,-1.1,6.3,-6.1,-9.8,6.6,-12.3,0.1,-8.1
CCN(CC)CCCN1C=C2C(=O)C(C)(OC(=O)CCC(=O)OC)C(=O)C=C2C=C1C1CC1 (stereo not given),0.1,-3.9,-0.8,-11.4,-1.6,-2.5,-3.5,0.9,1.4
Cc1cccc(N(CC(=O)Nc2c(C)n(C)n(-c3ccccc3)c2=O)S(C)(=O)=O)c1C,0.4,2.9,-6.7,3.3,-8.9,14.6,-6.3,2.9,-15.8
CC(C)SCCCOc1ccc(C(C)(C)C)cc1,0.4,-8.5,10.7,-2.2,-4.2,5.3,-10.4,1.3,-3.8
O=C(O)c1ccccc1-c1ccccc1C(=O)Nc1cccc(O)c1,1.6,0.5,1.9,-6.1,-4.6,12.3,-7.6,0.8,-10.5
O=C1CCC(/C=C/c2ccccc2)=NN1Cc1ccc(F)cc1,10.5,-3.1,0.1,-6.5,-23.6,-2.6,1.2,0.3,1.7
Cn1c(NC(=O)c2ccc(S(=O)(=O)N3CCCCC3)cc2)cc(=O)n(C)c1=O,0.1,0.4,5.5,-2.8,-11.4,7.8,7.7,1.6,0.8
